Granule exo inh – LAMP-1 surface exposure blockers, TALL-104 cells – cell-based, flow cytometry, MLPCN library, primary screen; TALL-104 LAMP-1 surface exposure; cells stimulated with thapsigargin and PMA; inhibition, % at 10 µM; 0.66% of 360,000 active; AID 651702, 2012;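 active means inhibition above about 55%, limit read from the data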
N-glyco inh – increase of ERlucT glycosylation luciferase signal, primary screen, N-linked glycosylation inhibitor project, D54 ERlucT cells, luminescence, set 2. D54 ERlucT glycosylation luciferase reporter, 24 h; percent of 100 nM tunicamycin response. reporter increase, % at 12.5 µM. 0.23% of 360,000 active;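 active means mean luciferase reporter signal, scaled so untreated is 0 and the glycosylation-blocking control 100, at or above a set limit in every replicate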;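 further: luciferase carries N-glycosylation sites so blocking glycosylation raises the light; 0% = median of neutral control wells and 100% = median of 100 nM tunicamycin wells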
ABHD5-PLIN5 inh – ABHD5-PLIN5 interaction inhibitors, primary screen, cell lysate, split luciferase complementation, luminescence | Split G. princeps luciferase complementation, 4 h | 0.78% of 360,000 active | inhibition, % at 4 µM | AID 602281, 2012 | Perilipin-5 (Homo sapiens) + 1-acylglycerol-3-phosphate O-acyltransferase ABHD5 (Homo …;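 active means inhibition above the mean inhibition across every tested compound plus 3 SD, cut at about 22% in these data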;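 further: 0% = DMSO only wells and the 100% control is not disclosed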
Vif imaging – HIV Vif self-association inhibitors, primary screen, imaging, HEK293T, single point | HEK293T cells, Vif self-association by quenched fluorescence, 24 h | inhibition, % at 7.49 µM | 0.35% of 340,000 active; in the data active means inhibition above about 50%, passing the limit was not always enough; further: some results filed as inactive read as strong as hits
MC4R barr agon – MC4R agonists recruiting beta-arrestin, primary screen, cell-based, luminescence, agonist arm of biased-ligand search. U2OS MC4R beta-arrestin complementation; percent of melanotan II response, DMSO zero. activation, % at 8.9 µM. 0.98% of 360,000 active. AID 540308, 2011;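 active means activation above a per-plate cutoff, the mean activation of sample wells on that plate plus 3 SD, cut at about 8% in these data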
Target sequence (P32245 whole entry, looked up): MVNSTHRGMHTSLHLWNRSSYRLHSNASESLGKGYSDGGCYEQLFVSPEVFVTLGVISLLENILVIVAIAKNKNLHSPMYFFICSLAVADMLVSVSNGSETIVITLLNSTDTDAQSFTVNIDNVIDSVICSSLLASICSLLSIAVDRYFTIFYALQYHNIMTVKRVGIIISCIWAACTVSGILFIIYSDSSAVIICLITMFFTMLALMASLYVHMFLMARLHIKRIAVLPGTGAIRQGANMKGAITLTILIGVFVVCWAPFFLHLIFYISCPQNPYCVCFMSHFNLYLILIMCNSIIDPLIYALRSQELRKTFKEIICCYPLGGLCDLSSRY
TLR9-MyD88 inh – inhibitors of TLR9-MyD88 association in cells, primary screen, cell-based, CHO, BLA complementation, fluorescence. 0.21% of 340,000 active. inhibition, % at 4.98 µM. CCF4 FRET ratio. Toll-like receptor 9 (Homo sapiens) + Myeloid differentiation primary response protein …;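 active means inhibition above the mean over all tested compounds plus 3 SD, cut at about 21% in these data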;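 further: 0% = DMSO only wells and 100% = clavulanate BLA inhibitor control wells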
MC4R antag cAMP – MC4R antagonists of cAMP signaling, primary screen, cell-based, TR-FRET, antagonist arm of biased-ligand search. MC4R-expressing cells, MTII-stimulated cAMP, LANCE TR-FRET. 0.48% of 360,000 active. inhibition, % at 6.5 µM;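 active means inhibition above its plate's cutoff, the mean of tested wells on that plate plus 3 SD, cut at about 29% in these data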;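 further: 0% = Melanotan II alone and 100% = Melanotan II plus saturating MCL0020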
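system = U2OS cells with stable human MC4R expression | also added = Melanotan II challenge after compound preincubation | dosing = one concentration, 6.5 µM nominal | incubation = compound 30 min, challenge 1 h, detection 1 h | measured by = TR-FRET with Eu-cAMP and labeled anti-cAMP, 671 nm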
aDG glyco up – activators of alpha-DG glycosylation, primary screen, uHTS, Pro5-aDG cells, AlphaScreen | alpha-DG glycosylation AlphaScreen (IIH6); 0% Pro5, 100% B10-LARGE cell signal | activation, % at 10 µM | 0.22% of 360,000 active;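 active means activation of at least 8% versus controls, or a plate z-score of at least 8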;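 further: Pro5 are CHO cells carrying HIG-tagged alpha-DG that lacks glycosylation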
ABCB6 inh MLPCN – ABCB6 transporter inhibitors, primary screen, K562-ABCB6 cells, flow cytometry, MLPCN library. ATP-binding cassette sub-family B member 6 (Homo sapiens), Q9NP58. K562-ABCB6 porphyrin accumulation, 1 h; active compounds read low. fluorescence ratio to DMSO, % at 10 µM. 0.19% of 360,000 active. AID 602162, 2011;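 active means fluorescence ratio to DMSO below 75%, the collection mean minus 3 SD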;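 further: signal is porphyrin accumulated inside mitochondria; 100% equals median channel fluorescence of DMSO control wells; lower ratio means ABCB6 inhibition with less porphyrin fluorescence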
NOD2 RIPK2 PPI – NOD2-RIPK2 binding disruptors in cells, primary screen, fluorescence, CHO cells, BLA complementation. Receptor-interacting serine/threonine-protein kinase 2 (Homo sapiens), O43353. CCF4 ratio. inhibition, % at 4.98 µM. 0.38% of 360,000 active. AID 624267, 2012; in the data active means inhibition above about 21%;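 further: 0% = vehicle only and 100% = reference blocker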
Target sequence (O43353 whole entry, looked up): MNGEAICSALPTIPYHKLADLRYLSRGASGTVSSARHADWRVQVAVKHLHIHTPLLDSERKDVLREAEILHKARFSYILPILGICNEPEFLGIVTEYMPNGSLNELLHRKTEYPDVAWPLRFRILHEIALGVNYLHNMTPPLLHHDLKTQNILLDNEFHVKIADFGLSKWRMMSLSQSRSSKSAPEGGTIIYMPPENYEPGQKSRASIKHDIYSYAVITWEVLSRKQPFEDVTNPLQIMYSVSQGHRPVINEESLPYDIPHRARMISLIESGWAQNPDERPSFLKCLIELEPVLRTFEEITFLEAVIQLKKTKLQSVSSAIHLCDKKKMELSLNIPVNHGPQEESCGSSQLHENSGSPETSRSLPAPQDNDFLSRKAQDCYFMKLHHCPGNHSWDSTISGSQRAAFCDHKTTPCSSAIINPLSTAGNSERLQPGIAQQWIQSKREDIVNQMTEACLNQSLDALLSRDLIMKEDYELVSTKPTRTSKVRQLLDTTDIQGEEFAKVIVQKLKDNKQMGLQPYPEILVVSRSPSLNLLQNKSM
An asterisk follows results filed as active; . = no result given.

Granule exo inh | N-glyco inh | ABHD5-PLIN5 inh | Vif imaging | MC4R barr agon | molecule | TLR9-MyD88 inh | MC4R antag cAMP | aDG glyco up | ABCB6 inh MLPCN | NOD2 RIPK2 PPI
-3 | -1 | 1 | . | -0.1 | CCOC(=O)C1=C(C)N=c2sc(=C(C)C)c(=O)n2C1c1ccc(N(C)C)cc1 (configuration not stated) | 7 | 6 | -0.5 | 92 | -13
-3 | 0 | 1 | 1 | 0.1 | CCCc1c(C)[nH]c2ccc(C(=O)O)cc2c1=S | -5 | 12 | 0.2 | 94 | -11
0 | 2 | 0 | -4 | -1.8 | CCc1nnc(NS(=O)(=O)c2ccc(NC(=S)NC(=O)c3ccc(OC)c(OC)c3)cc2)s1 | 3 | 2 | 0.1 | 103 | -4
0 | 2 | 10 | -1 | 3.1 | COc1ccc(CC(=O)OCC(=O)NCc2ccco2)cc1 | 4 | -2 | -0.1 | 90 | -4
-1 | 3 | -1 | 12 | -0.3 | COCCN1C(=O)c2ccccc2C(C(=O)NCCCN2CCCC2=O)C1c1c[nH]c2ccccc12 (configuration not stated) | 1 | 0 | -0.1 | 92 | 5
6 | 0 | 7 | -12 | -1.3 | CN(C(=O)c1cccc(NC(=O)Cc2ccc(NC(=O)C3CCN(C(=O)C4CCCCC4)CC3)cc2)c1)C1CC1 | 7 | 6 | 0.0 | 90 | -2
2 | 2 | 0 | -1 | -1.3 | O=C(Nc1nnc(CC(=O)N2CCOCC2)s1)c1cccs1 | 6 | 11 | 0.2 | 91 | -7
-2 | 1 | -5 | 7 | -1.3 | COc1cc(CCC(N)c2cccc(O)c2)cc(OC)c1OC (configuration not stated) | 3 | -3 | -0.1 | 98 | -2
0 | 4 | -22 | -2 | -0.6 | O=C1C=C(O)c2cccc(O)c2C1=O | 2 | 6 | 0.0 | 101 | 2
-6 | 0 | 3 | 7 | 5.5 | O=C(CCN1C(=O)/C(=C/C=C/c2ccccc2)SC1=S)Nc1nccs1 | -2 | 1 | -0.1 | 97 | 8
-3 | 2 | 0 | 1 | 0.8 | COc1ccc(OC)c(NC(=O)CC2SC(=N)N(c3ccccc3)C2=O)c1 (configuration not stated) | 4 | 11 | -0.2 | 96 | -4
-4 | -1 | -5 | 22 | -1.4 | CS(=O)(=O)N1CCCCC1c1cc(C(=O)Nc2ccc3c(c2)OCO3)no1 (configuration not stated) | . | -2 | -0.2 | 97 | 4
-8 | 0 | -2 | 6 | -3.0 | CSc1ncccc1C(=O)OCC(=O)N(C)c1c(N)n(Cc2ccccc2)c(=O)[nH]c1=O | -10 | 1 | -0.1 | 98 | 1
14 | -3 | -1 | -3 | 1.1 | O=C(Nc1ccccc1)OC1CCC2CC1CCC2OC(=O)Nc1ccccc1 (configuration not stated) | -13 | 32* | 0.4 | 92 | 8
1 | -12 | -3 | -1 | 2.1 | COc1cccc(/C=C2\CCC(C3CCCC3)C2=O)c1OC (configuration not stated) | 2 | 7 | 0.3 | 86 | 1
1 | 2 | -3 | 0 | -2.7 | O=C(CSc1nc(=O)n(CCCN2CCOCC2)c2c1CCCC2)Nc1ccc(F)c(F)c1 | -12 | 8 | 0.2 | 98 | 3
0 | 1 | -13 | 10 | 1.3 | CCCCCOCC1CC(C/C(C)=N/NC(N)=O)(C(=O)OCC)C(=O)O1 (configuration not stated) | -3 | 5 | -0.1 | 93 | 3
1 | 4 | 1 | 1 | -2.4 | COC(=O)C(C(=O)OC)C(C[N+](=O)[O-])c1ccc(OC)cc1 (configuration not stated) | 1 | -4 | 0.3 | 98 | -4
17 | 3 | 2 | -11 | -1.3 | CC(C)Sc1nc(N2CCOCC2)c2c(c1C#N)CC(C)(C)N(C)C2 | -8 | 2 | -0.5 | 102 | -8
1 | 1 | 0 | -6 | -1.6 | CC1(C(=O)NS(=O)(=O)Cc2cccc(Cl)c2)CCN1C(=O)c1cccc(F)c1 (configuration not stated) | . | 0 | -0.2 | 97 | 4
-8 | -1 | 2 | 3 | 0.3 | O=C(NCCO)c1cccc2c1-c1ccccc1C2=O | -9 | -2 | 0.2 | 98 | -13
-7 | 2 | 11 | 13 | -0.5 | CCC(Oc1ccccc1)C(=O)Nc1ccc(S(=O)(=O)Nc2ncccn2)cc1 (configuration not stated) | -1 | 16 | 0.0 | 99 | -5
3 | 0 | -2 | -1 | 0.3 | C[C@@H]1CN([C@H](C)CO)S(=O)(=O)c2ccc(C#CC3CCCC3)cc2O[C@H]1CN(C)C(=O)Cc1ccccc1 | -6 | 21 | 0.1 | 102 | -1
3 | -4 | -3 | -23 | 0.7 | Cc1nn(Cc2c(F)c(F)c(F)c(F)c2F)c(C)c1NC(=O)c1cccc(COc2ccc(Cl)cc2)c1 | -13 | 8 | 1.4 | 94 | 5
15 | -1 | -5 | 12 | -2.4 | O=C(NNC(=O)c1cc2ccccc2cc1O)c1cccs1 | 6 | 0 | 0.1 | 103 | 11
-2 | -3 | 9 | -6 | 1.7 | CC(=O)c1ccc(-n2nncc2-c2ccc([N+](=O)[O-])cc2)cc1 | -1 | -2 | 0.1 | 93 | 4
-2 | -5 | -7 | -3 | 2.2 | COc1ccc(CC(N)c2csc(Nc3ncccn3)n2)cc1 (configuration not stated) | . | 9 | 0.5 | 95 | -6
12 | 2 | 5 | -4 | -1.2 | O=C(c1ccc(F)cc1)N1CCOCC1 | -11 | 9 | 0.3 | 101 | -1
2 | 2 | -9 | -15 | -0.3 | O=C(C(Sc1ccccc1)c1ccccc1)N1CCN(c2ccccc2F)CC1 (configuration not stated) | 4 | -1 | 0.6 | 86 | 3
-1 | -1 | 3 | -4 | -1.9 | Cc1cc(C)nc(NNC(=O)c2ccccc2O)n1 | -2 | -8 | 0.4 | 94 | 7

One compound at a time, as listed above:
O=C(c1ccc(F)cc1)N1CCOCC1 is listed with Granule exo inh: 12; N-glyco inh: 2; ABHD5-PLIN5 inh: 5; Vif imaging: -4; MC4R barr agon: -1.2; TLR9-MyD88 inh: -11; MC4R antag cAMP: 9; aDG glyco up: 0.3; ABCB6 inh MLPCN: 101; NOD2 RIPK2 PPI: -1
O=C(NNC(=O)c1cc2ccccc2cc1O)c1cccs1 is listed with Granule exo inh: 15; N-glyco inh: -1; ABHD5-PLIN5 inh: -5; Vif imaging: 12; MC4R barr agon: -2.4; TLR9-MyD88 inh: 6; MC4R antag cAMP: 0; aDG glyco up: 0.1; ABCB6 inh MLPCN: 103; NOD2 RIPK2 PPI: 11

(further entries)
Granule exo inh | N-glyco inh | ABHD5-PLIN5 inh | Vif imaging | MC4R barr agon | molecule | TLR9-MyD88 inh | MC4R antag cAMP | aDG glyco up | ABCB6 inh MLPCN | NOD2 RIPK2 PPI
-8 | -4 | -6 | -4 | 1.4 | CCC(C)(C)c1nnc(NC(=O)CCC2CCCCC2)s1 | . | 8 | 0.0 | 100 | 4
-1 | 2 | 12 | 8 | -0.3 | CCOC(=O)N1CCC2(CC1)C(C#N)=C(N)OC1=C2C(=O)CC(C)C1 (configuration not stated) | -11 | 7 | 0.4 | 93 | -8
0 | -1 | -4 | -4 | 1.0 | CCc1ccc(NC(=O)CSc2nnc(CC)c(CC)n2)cc1 | -1 | 1 | 0.3 | 98 | -6
-4 | 1 | 3 | 2 | 0.5 | CCOC(=O)C1Nc2ccccc2C2c3ccccc3CC12 (configuration not stated) | -5 | 2 | 0.1 | 96 | 5
0 | 1 | -8 | -8 | -0.7 | CCc1nn(CCCC(=O)N2CCN(c3ccc(OC)cc3)CC2)c(=O)c2cc3occc3n12 | 2 | 0 | 0.2 | 98 | -5
4 | -13 | 0 | 1 | -2.5 | Cc1ccc(S(=O)(=O)Nc2cccc3cccnc23)cc1 | 36* | -4 | -0.6 | 101 | 38*
4 | -1 | -1 | 3 | -0.8 | O=C(NN1C(=O)NC2(CCCCC2)C1=O)c1ccc(Cl)s1 | 0 | -1 | 0.1 | 94 | -5
-6 | -1 | 4 | -6 | -1.7 | COc1ccc(C(=O)COC(=O)C(CC(C)C)N2C(=O)c3ccccc3C2=O)cc1 (configuration not stated) | -2 | 0 | 0.0 | 97 | -10
7 | 2 | 1 | . | . | CC(C)(C)NC(=O)C1(C)CCC(=O)N1CC(F)(F)F (configuration not stated) | . | . | -0.3 | 97 | -3
-2 | 1 | -2 | -6 | -1.3 | Cc1c(C(=O)NC(C)c2ccncc2)oc2ccccc12 (configuration not stated) | -5 | -4 | 0.0 | 102 | 9
1 | 2 | 1 | -4 | -1.7 | COc1ccc(CNC(=O)CN(CC2CCCO2)C(=O)CNS(=O)(=O)c2ccc(C)cc2)cc1 (configuration not stated) | -6 | 8 | -0.2 | 103 | 2
-13 | 0 | 4 | -2 | -0.3 | NC(Cc1ccc(O)cc1)c1cn([C@@H](CCC(=O)O)C(=O)N2CCNCC2)nn1 (some centres not stated) | 9 | 0 | -0.3 | 98 | -13
-3 | 1 | -14 | 5 | -0.5 | O=C(COC(=O)c1ccc(S(=O)(=O)N2CCCC2)cc1)Nc1cccc(F)c1 | 0 | 3 | -0.3 | 83 | 0
-18 | -1 | -4 | 4 | -2.0 | CCC(C)NC(=O)C1CC(=O)N(CCc2ccc(F)cc2)C1 (configuration not stated) | 9 | -5 | 0.0 | 97 | 4
-2 | 0 | 2 | 3 | 5.3 | COC(=O)c1ccc(C2C(Oc3ccc(OC)cc3)C(=O)N2CCc2ccc(F)cc2)cc1 (configuration not stated) | 3 | -2 | 0.1 | 93 | 0
2 | 2 | -2 | 14 | 2.1 | COc1ccccc1C(=O)NCC(=O)N/N=C/c1ccncc1 | -17 | 7 | -0.1 | 105 | -7
-2 | -1 | 2 | -13 | -2.2 | CN(C)S(=O)(=O)c1ccc(N2CCCC2)c(C(=O)NCc2ccc(Cl)cc2)c1 | 8 | 6 | 0.1 | 97 | -6
2 | 1 | 3 | 6 | -0.5 | CCCS(=O)(=O)NC(=O)C1(C)CCCN(C(=O)/C=C/c2ccccc2)C1 (configuration not stated) | . | -1 | 0.7 | 93 | -8
-3 | 2 | -2 | -8 | -1.3 | O=c1[nH]c(CSc2nnc(Cc3ccccc3)o2)nc2ccccc12 | -1 | 22 | 0.2 | 103 | 2
8 | 12 | 10 | 19 | 2.2 | CCn1c(=O)c(=O)[nH]c2cc(C(=O)NC3CCCc4ccccc43)ccc21 (configuration not stated) | 5 | -12 | -0.1 | 107 | 5

A portion of the library. The share of hits here may be higher or lower than overall.
